PP5 primary: inhibitors of human protein phosphatase 5 (PP5) | P53041 | purified PP5c, OMFP substrate fluorescence | inhibition, % at 6.7 µM | 320,000 compounds, 0.18% hits | AID 1987;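 active = inhibition above the campaign's mean inhibition across all tested compounds plus 3 SD, cut at about 9.5% in these data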;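 also: 0% = DMSO only and 100% = 100 µM cantharidin control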
procasp7 counter: activates human procaspase-7, counter-screen for procaspase-3 activators; recombinant procaspase-7, Ac-DEVD-pNA absorbance 405 nm; D23A/D198A/D206A triple mutant, cannot self-cleave; scale: DMSO 0, 5 µM enzyme 100; AID 463210; activation, % at 8.5 µM; P55210; 330,000 compounds, 0.093% hits;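 active = percent activation above the screen-wide mean plus 3 SD, cut at about 25% in these data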
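Assay system: Uncleavable procaspase-7 mutant enzyme | Input: 2 µM procaspase-7 mutant as dispensed | Timing: 1 h compound preincubation, 2 h substrate cleavage, 25 °C | Repeats: One well per compound | Control set: DMSO wells as 0%, DMSO with 5 µM added PC-7 as 100% | Technique: Epi-absorbance of released pNA at 405 nm, two timepoints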
HCV core dimer: HCV core protein dimerization inhibition; 300,000 compounds, 0.33% hits; inhibition, % at 5 µM; TR-FRET GST/Flag-core106 dimerization, 1536-well;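 active = inhibition above the mean of all tested compounds plus 3 SD, set per screening campaign, cut at about 45% in these data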
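assay system = GST-tagged and Flag-tagged HCV core protein residues 1-106 | controls = unlabelled core106 and no-GST-core106 wells | incubation = compound-protein-antibody incubation 4 h at 22.5 °C | probe or stimulus = Eu donor and XL665 acceptor anti-tag antibodies | read-out = % inhibition based on acceptor/donor emission ratio | signal = TR-FRET 671 and 617 nm emission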
TPT1 inhibitor: inhibitors of Candida albicans tRNA 2'-phosphotransferase TPT1; recombinant caTPT1, FP RNA substrate dephosphorylation; inhibition, % at 5 µM; 300,000 compounds, 0.81% hits; AID 1962;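 active = inhibition above the mean of all tested compounds plus 3 SD, set per screening campaign, cut at about 24% in these data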;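 also: plate controls were DMSO alone for no effect and ferristatin control at 100 nM for full effect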
PP1 inh: counter-screen for PP5 inhibitors: inhibitors of human PP1-alpha; purified PP1alpha, OMFP fluorescence; 320,000 compounds, 0.9% hits; inhibition, % at 6.7 µM; P62136;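 active = inhibition above the mean inhibition of all tested compounds plus 3 SD, computed separately for each screening campaign, cut at about 15% in these data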
Target sequence (P62136 whole entry, looked up): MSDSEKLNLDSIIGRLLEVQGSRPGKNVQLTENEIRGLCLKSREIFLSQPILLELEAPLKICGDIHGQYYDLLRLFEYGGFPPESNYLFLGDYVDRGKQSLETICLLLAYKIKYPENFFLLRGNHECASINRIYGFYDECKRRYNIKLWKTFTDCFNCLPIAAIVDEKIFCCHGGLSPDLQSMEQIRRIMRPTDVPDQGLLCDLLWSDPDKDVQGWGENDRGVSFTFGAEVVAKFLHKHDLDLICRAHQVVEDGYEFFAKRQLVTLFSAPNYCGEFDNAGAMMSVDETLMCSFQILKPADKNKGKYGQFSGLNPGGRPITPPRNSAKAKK
Fh CTSL1 inh: counter-screen for PFM18AAP inhibitors: inhibitors of F. hepatica cathepsin L1 | recombinant F. hepatica cathepsin L1, Z-Leu-Arg-MCA fluorescence | inhibition, % at 5.96 µM | 300,000 compounds, 0.49% hits;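 active = inhibition above the mean of all tested compounds plus 3 SD, set per screening campaign, cut at about 17% in these data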;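 also: 0% = plate median of test compound wells and 100% = 1 µM Z-Phe-Ala-diazomethylketone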
Efflux pump mplx: blocks antifungal efflux pumps in multiplex yeast assay. AID 485275. S. cerevisiae Candida pump triplex, Nile Red efflux. inhibition, % at 10 µM. 330,000 compounds, 0.44% hits;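 active = plate passing quality check with inhibition over a set limit, or well fluorescence over plate mean plus 4 SD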;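 also: Nile Red retained in pooled yeast measured as flow cytometry median fluorescence; 0% = buffer negative control and 100% = Enniatin B positive control; higher means more Nile Red kept so more efflux inhibition; some compounds called inactive have numbers as strong as hits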
JMJD2C inh: human JMJD2C demethylase inhibition | AID 2099 | GST-JMJD2C(1-420) H3K9me3 demethylation, DELFIA europium | inhibition, % at 2.35 µM | Q9H3R0 | 330,000 compounds, 0.069% hits;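 active = more than half of a compound's replicate wells show inhibition beyond 50%, single wells judged on their own value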;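 also: signal counts dimethyl H3K9 product captured on neutravidin plate; 0% = median of DMSO wells and 100% = 0.3 times that DMSO median; strong numbers were not always called active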
Target sequence (Q9H3R0 1-420 limits assumed): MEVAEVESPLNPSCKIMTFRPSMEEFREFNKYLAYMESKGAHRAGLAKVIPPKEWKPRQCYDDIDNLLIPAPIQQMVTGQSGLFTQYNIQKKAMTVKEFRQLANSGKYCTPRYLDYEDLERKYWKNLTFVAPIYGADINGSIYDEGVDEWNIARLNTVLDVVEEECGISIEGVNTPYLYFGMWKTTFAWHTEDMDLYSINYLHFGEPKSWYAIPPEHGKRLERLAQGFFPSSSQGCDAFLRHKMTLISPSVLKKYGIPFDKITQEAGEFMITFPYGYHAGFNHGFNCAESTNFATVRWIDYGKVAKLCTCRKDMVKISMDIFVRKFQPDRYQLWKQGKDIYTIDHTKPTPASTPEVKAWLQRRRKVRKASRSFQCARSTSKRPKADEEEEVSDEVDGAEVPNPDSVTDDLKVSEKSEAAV
proCasp3 act: procaspase-3 (human) activation | recombinant procaspase-3 D3A, Ac-DEVD-pNA absorbance 405 nm | activation, % at 8.5 µM | P42574 | AID 463141 | 330,000 compounds, 0.11% hits;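 active = activation above the mean of all tested compounds plus 3 SD, cut at about 21% in these data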;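 also: 0% = DMSO alone and 100% = DMSO wells spiked with extra 5 µM PC-3 D3A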
Target sequence (P42574 whole entry D9A/D28A/D175A): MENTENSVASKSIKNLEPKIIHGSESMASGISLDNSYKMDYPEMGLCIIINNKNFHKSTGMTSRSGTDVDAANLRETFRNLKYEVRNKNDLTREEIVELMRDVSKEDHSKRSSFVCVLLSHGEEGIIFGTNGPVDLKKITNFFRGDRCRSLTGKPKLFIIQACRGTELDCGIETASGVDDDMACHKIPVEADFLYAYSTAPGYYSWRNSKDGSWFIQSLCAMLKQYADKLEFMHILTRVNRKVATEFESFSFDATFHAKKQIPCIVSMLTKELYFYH
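material = Procaspase-3 D3A mutant | probe or stimulus = Ac-DEVD-pNA | compound = single dose, 8.5 µM nominal compound, 0.8% DMSO | timing = 1 h preincubation, 2 h reaction | measured by = 405 nm absorbance of p-nitroaniline, reads at 0 and 120 min | benchmarks = DMSO-only low control, 5 µM PC-3 D3A high control | repeats = singlicate, each compound tested once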
* marks the source's active call; other numbers are inactive results; nt = not tested or not shown.

Value order: PP1 inh, PP5 primary, procasp7 counter, JMJD2C inh, proCasp3 act, Fh CTSL1 inh, Efflux pump mplx, TPT1 inhibitor, HCV core dimer
COc1ccc(CNC(=O)CN(Cc2ccccc2F)C(=O)c2csnn2)cc1
  -4, -0.7, -4, -1, -6, 1, 0.2, 6, -1
CCOc1ccc(NC(=O)CCNS(=O)(=O)c2ccc3c(c2)c(=O)n(C)c(=O)n3C)cc1
  0, 3.0, 6, 1, -5, -2, 6.7*, -3, -3
Cc1cccc(N2CCN(C(=O)c3ccccn3)CC2C)c1 (configuration not stated)
  -3, -0.2, 8, -33, -1, 1, 0.0, 0, -2
Cc1ccc(NC(=S)NCc2ccc3c(c2)OCO3)c(C)c1
  1, 2.5, -6, 1, 6, -3, -0.1, -1, -3
OC(CNCCC1C=Nc2ccccc21)Cn1c2ccc(Cl)cc2c2cc(Cl)ccc21 (configuration not stated)
  17*, 3.6, 2, -4, -13, 2, 0.1, 0, 1
CCc1noc(C)c1C(=O)NCCc1ccc(F)cc1
  -3, 3.3, 2, -10, 4, 1, 0.1, -4, -2
O=C(CSc1nc(-c2ccccc2)cc(=O)[nH]1)Nc1ccccn1
  -1, -1.3, -5, 3, -5, 0, -0.2, 0, 1
CCOC(=O)CSc1cc(-c2ccccc2)nc2ncnn12
  -5, 1.4, 6, 6, 6, -2, 0.4, 2, 5
O=C(CSc1nnnn1-c1cccnc1)Nc1ccccc1F
  -1, -1.2, 12, 10, 8, -3, 0.0, -1, 7
Cc1ccc(C2(c3noc(CN4CCC(C(=O)N5CCOCC5)CC4)n3)CCCC2)cc1
  0, 0.1, -2, 6, 6, -2, -0.1, -3, -2
COc1cc(CNC(=O)CCCCCCC(C)C)ccc1O
  0, 5.5, 9, nt, 2, 4, -0.2, 1, -4
COc1ccc(NC(=O)C23CC4CC(C2)CC(c2ccccc2)(C4)C3)c(OC)c1
  0, 3.3, 2, 7, -3, 2, -1.0, -2, -2
O=C(O)C1=C[C@H](c2ccccc2)C[C@H](OCc2ccc(CO)cc2)O1
  0, 1.1, -1, nt, 4, 2, nt, -6, -8
O=C(NC12CC3CC(CC(C3)C1)C2)C12CC3CC(C1)CC(n1cnc(Cl)n1)(C3)C2
  2, -0.6, -6, 5, 5, 0, -0.1, 0, -1
O=S(=O)(N1CCCCCC1)N1CCNCC1
  -2, -3.6, 2, 10, 11, -3, -0.1, 1, 5
Cc1ccc(-n2ncc3c2CC(C)(C)CC3NC(=O)CCN2CCCO2)cc1 (configuration not stated)
  -3, -1.1, 13, 11, 0, -3, -0.2, 1, -3
CCOc1ccccc1N(C)C(=O)Cn1ncc2c([nH]c3ccc(C)cc32)c1=O
  3, -0.1, 6, -19, 3, 8, 0.1, -3, 4
O=C(O)/C=C\C(=O)Nc1cc(O)ccc1[N+](=O)[O-]
  2, -0.7, -17, 6, -6, 5, -0.1, -1, -1
O=C(N/N=C/c1c[nH]c2ccc(Br)cc12)c1ccn(Cc2ccc(Cl)cc2Cl)n1
  3, 3.4, -6, -2, -1, 2, 0.1, -1, 27
Cc1ccc(C(=O)COC(=O)c2ccco2)cc1C
  -3, -0.8, -2, -9, -8, -2, 0.2, -4, 4
C=CCn1c(SC(C)C(=O)NC2CC2)nnc1-c1ccoc1C (configuration not stated)
  -5, -2.6, 3, -21, 8, 1, 0.1, 2, -1
O=C1CCCN1C(=O)COc1ccc([N+](=O)[O-])cc1
  -2, -0.9, 2, -13, -13, 2, 0.0, 2, -1
CCN(c1ccccc1)S(=O)(=O)c1ccc2c(c1)CCCN2C(C)=O
  0, -1.1, -4, -4, 8, -4, -0.1, 0, 5
CNC[C@@H]1Oc2ccc(NC(=O)Nc3c(C)noc3C)cc2CC(=O)N([C@H](C)CO)C[C@H]1C
  nt, nt, 4, 11, 2, nt, 0.2, nt, nt
CCCCOc1ccc(OCCNC(=O)C2CCCN2C(=O)Nc2ccccc2)cc1 (configuration not stated)
  7, -0.3, -7, -2, 0, 2, 0.2, 1, -2
CCC(C)Nc1nc(SC(C(C)=O)C(C)=O)nc(N(C)C)n1 (configuration not stated)
  3, -1.2, 4, 3, 0, 0, 0.1, -5, -2
CC(CNC(=O)Cn1cnc2c(OCc3ccccc3)ncnc21)c1ccccc1 (configuration not stated)
  nt, nt, 0, -4, 6, nt, -0.1, nt, nt
COc1ccc(S(=O)(=O)NCC2CCCN(Cc3ccc(OC)cc3F)C2)cc1 (configuration not stated)
  1, 0.0, 0, -3, -4, 3, 0.2, -1, -6
O=C(NC(Cc1c[nH]c2ccccc12)C(=O)O)c1ccco1 (configuration not stated)
  -6, 1.8, 0, -11, 2, -5, 0.3, 8, -5
CCOC(Cn1cc(C)c(=O)[nH]c1=O)OCC
  2, 0.1, 3, -2, -2, -3, 0.1, -2, 0
O=C(CCCOc1ccccc1)Nc1cc(S(=O)(=O)N2CCOCC2)ccc1N1CCOCC1
  1, 0.1, 2, -2, -4, nt, -0.1, nt, nt
CC(C)C(=O)c1cn(CC(=O)NCc2ccco2)c2ccccc12
  2, 3.1, -6, -13, -8, -4, 0.0, -3, -4
CC1(C)Cc2c(cnn2-c2ccc(F)cc2)C(NC(=O)CCn2cncn2)C1 (configuration not stated)
  -4, 1.9, -5, -4, 3, -1, 0.3, -1, 3
CSc1ncccc1C(=O)OCC(=O)NCCC1=CCCCC1
  -2, 0.0, -6, 5, 1, 1, -0.1, -3, -10
COc1cccc(C(=O)Nc2ccc(C(=O)c3ccccc3)cc2)c1
  1, 3.9, -4, 0, 9, 1, -0.1, 1, 1
O=C(CN1C(=O)NC2(CCc3ccccc32)C1=O)Nc1ccccc1C(F)(F)F (configuration not stated)
  -4, 0.2, -2, 2, -1, nt, 0.1, nt, nt
Cc1ccc(C(=O)Nc2cccc(-c3ccc(N4CCOCC4)nn3)c2)cc1[N+](=O)[O-]
  2, 3.1, 3, 4, -2, 3, 0.0, -5, -7
Cc1ccnc(SCC(=O)c2cccs2)n1
  5, -0.2, -3, 9, -2, -2, 0.2, 1, -2
COc1ccccc1Nc1nc(N)nc(CSc2nncn2C)n1
  1, 2.5, 7, -6, 6, 2, -0.2, -1, -8
Cc1ccc(S(=O)(=O)Nc2ccc3c(c2)n(C)c(=O)n3C)c(C)c1
  -1, -7.4, 2, 7, -3, 6, 0.0, 3, -12
COCCNC(=O)CN(c1cc(Cl)ccc1OC)S(C)(=O)=O
  -2, -0.3, -2, -3, 6, 1, -0.1, 1, -5
CCC(CO)NCc1cc(OC)c(OCC(=O)NCCc2ccccc2)cc1Br (configuration not stated)
  -2, 2.3, -1, -101, 1, -3, -0.1, 2, -3
O=C(NCc1ccccc1)N1CCCC1
  -2, -0.6, 2, 10, -4, -3, -0.1, -3, 2
CC(C)c1cc(NCC2CCCO2)n2c(nc3ccccc32)c1C#N (configuration not stated)
  2, 3.7, -4, -4, -2, 2, 0.3, 4, 7
O=C(/C=C/c1ccccc1)c1ccc2c3c(cccc13)CC2
  1, 1.8, 7, -1, -1, -2, -0.2, -3, 11
CCOCc1nc(C)c(Cl)c(NS(=O)(=O)c2ccc(N)cc2)n1
  -1, 0.8, 3, 21, 9, -4, 0.0, 1, 1
O=C(N/N=C/c1ccc(Br)s1)c1cccnc1
  1, 1.2, 8, 4, 2, 1, 0.0, -5, -5
CCCOC(=O)CC1C(=O)NCCN1Cc1ccc(F)cc1 (configuration not stated)
  -3, -3.3, 2, 9, 6, 5, -0.3, -1, -4
CCNC(=S)NNC(=O)c1csc(C(C)C)c1
  4, 3.5, 2, 11, -5, 4, 0.0, -2, -4
Cc1oc(-c2ccc(Cl)cc2)nc1CN1CCCC(C(=O)NC2CC2)C1 (configuration not stated)
  -2, 2.2, -11, 0, 8, -2, -0.1, -2, -3
Cc1ccc(C(=O)CCCn2nnc(-c3cccnc3)n2)cc1C
  1, -2.4, -2, -5, 4, -1, -0.1, -7, -2
CCOC(=O)N1CCN(C(=O)CN(c2cc(C(F)(F)F)ccc2Cl)S(C)(=O)=O)CC1
  -5, 0.7, -8, -12, 2, 1, 0.1, 1, -9
Cc1cc(C)n(CC(O)Cn2c3ccccc3c3ccccc32)n1 (configuration not stated)
  -3, 8.0, 0, 2, -9, -3, -0.1, 1, -7
CC1CC2OC(=O)C3(C)CCCC(C)(C23)C1(O)CCc1ccoc1 (configuration not stated)
  -3, -0.9, 8, 1, -4, 11, 0.1, -4, -2
CC(C)C[C@@H]1NC(=O)[C@H](Cc2ccc(O)cc2)NC(=O)c2cc([N+](=O)[O-])cc(I)c2NCCC[C@@H](C(N)=O)NC1=O
  10, 0.8, 6, 16, 7, 0, 0.0, -4, 30
COc1ccccc1-c1ccc(SCc2ccccc2F)nn1
  -2, -0.8, 4, 15, 8, 5, -0.1, 0, 4
Cc1ccc[n+](CC(=O)Nc2ccc(C)c(C)c2)c1
  -3, 0.7, 1, -7, -6, -13, 0.2, -3, 0
O=c1sc2ccccc2c(N2CCCCC2)c1[N+](=O)[O-]
  1, 2.4, 5, 7, -3, 1, 0.1, -1, 3
CC/C(=N\Nc1nncc2ccccc12)c1ccc(F)cc1
  5, 2.6, -10, 4, -1, -2, 0.0, -3, -7
CC1CCCC(NC(=O)COC(=O)c2cc(S(=O)(=O)N3CCOCC3)ccc2F)C1C (configuration not stated)
  -4, -1.9, -2, nt, 0, nt, -0.1, nt, nt

Later entries.
Value order: PP1 inh, PP5 primary, procasp7 counter, JMJD2C inh, proCasp3 act, Fh CTSL1 inh, Efflux pump mplx, TPT1 inhibitor, HCV core dimer
CCCSc1nnc(Cn2c(=O)sc3ccccc32)n1-c1ccccc1
  -3, -1.3, 8, -3, -1, 2, 0.1, 3, 0
Cc1ccc(OCC(=O)N2CCCCCCC2)cc1C
  0, 2.1, -2, -14, 7, -1, -0.1, 0, 18
Cc1ccc([C@@H]2[C@@H]3C(=O)N(c4ccccc4)C(=O)[C@@H]3[C@]3(C)C(=O)N(CC4CC4)CC(=O)N23)o1
  3, -0.6, -9, -14, -1, -1, -0.1, -2, -19
O=C1Nc2ccccc2C1=Nc1ccc(Br)cc1
  5, 0.8, 13, -2, -5, 1, 0.0, 1, -5
COc1ccc(CCC(=O)NNC(=S)NCc2ccc(F)cc2)cc1
  -3, 2.6, 4, 7, 4, -1, -0.1, -2, 9
CCN(CCC(=O)O)c1ccccc1
  -2, -1.6, 13, 0, 0, 1, 0.0, -1, -1
CC(C)Oc1cccc(C(=O)NC(=S)Nc2ccccc2)c1
  -1, 0.4, -2, -4, -8, 6, 1.4, -4, 7
O=C(N/N=C\c1cccc(F)c1)c1ccc(Cn2cc(Br)c([N+](=O)[O-])n2)o1
  0, -0.5, 3, -30, 9, 0, 0.1, -1, -3
CCC(c1nnnn1Cc1ccc2c(c1)OCO2)N1CCN(c2ccc(F)cc2)CC1 (configuration not stated)
  1, 2.2, 8, -8, -2, -8, 0.0, -7, 3

Source: PubChem (several laboratories)
